Source: PubChem BioAssay
Rtt109 Vps75 = blocks Candida albicans Rtt109/Vps75 acetyltransferase activity; 0.16% of 330,000 active; purified Rtt109/Vps75, ThioGlo CoA-SH fluorescence, 4 h; inhibition, % at 34.9 µM; Q5AAJ8;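 active = inhibition of at least 50% in every replicate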
Target sequence (Q5AAJ8 whole entry, looked up): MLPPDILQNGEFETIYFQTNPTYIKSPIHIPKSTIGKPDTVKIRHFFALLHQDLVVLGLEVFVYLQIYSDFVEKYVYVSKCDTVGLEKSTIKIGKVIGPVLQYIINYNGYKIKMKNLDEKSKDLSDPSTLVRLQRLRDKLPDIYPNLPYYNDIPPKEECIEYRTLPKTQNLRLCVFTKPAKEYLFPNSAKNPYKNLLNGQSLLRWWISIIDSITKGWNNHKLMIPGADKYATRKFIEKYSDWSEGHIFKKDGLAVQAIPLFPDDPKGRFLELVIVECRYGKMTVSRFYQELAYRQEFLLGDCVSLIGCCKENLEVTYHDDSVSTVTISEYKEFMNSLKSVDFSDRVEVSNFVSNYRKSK
AddAB inh = less growth of phage-infected E. coli with AddAB; E. coli expressing H. pylori AddAB, absorbance growth; inhibition, % at 11.9 µM; 0.29% of 330,000 active; AID 435030; in the data active = inhibition above about 12%;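 note: 0% = vehicle wells of infected cells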
DAGLB inhibitor = blocks human DAGLB lipase activity; HEK293T DAGLB membrane lysate, EnzChek fluorogenic substrate; 0.059% of 340,000 active; inhibition, % at 5.17 µM; in the data active = inhibition above about 34%;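 note: 0% = enzyme with vehicle and 100% = wells lacking enzyme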
Target sequence (Q8NCG7 whole entry, looked up): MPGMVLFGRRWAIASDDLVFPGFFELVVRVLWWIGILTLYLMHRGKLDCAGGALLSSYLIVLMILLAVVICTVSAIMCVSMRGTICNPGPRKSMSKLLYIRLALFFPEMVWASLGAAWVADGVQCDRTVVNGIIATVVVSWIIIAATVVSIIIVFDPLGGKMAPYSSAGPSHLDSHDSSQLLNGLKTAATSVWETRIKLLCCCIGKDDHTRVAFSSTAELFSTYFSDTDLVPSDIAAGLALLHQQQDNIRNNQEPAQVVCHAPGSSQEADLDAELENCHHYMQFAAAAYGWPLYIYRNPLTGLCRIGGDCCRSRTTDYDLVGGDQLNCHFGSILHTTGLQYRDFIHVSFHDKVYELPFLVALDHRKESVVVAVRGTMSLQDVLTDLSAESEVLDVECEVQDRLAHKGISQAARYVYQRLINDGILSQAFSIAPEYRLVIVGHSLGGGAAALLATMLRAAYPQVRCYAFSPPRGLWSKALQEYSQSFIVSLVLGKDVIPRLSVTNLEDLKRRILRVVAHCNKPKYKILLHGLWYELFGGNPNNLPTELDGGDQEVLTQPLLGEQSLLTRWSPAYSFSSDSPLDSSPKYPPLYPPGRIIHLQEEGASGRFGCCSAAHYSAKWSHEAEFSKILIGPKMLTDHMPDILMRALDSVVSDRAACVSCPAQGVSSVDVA
PfHsp90 set2 = inhibits growth of yeast expressing Plasmodium falciparum Hsp90. S. cerevisiae expressing PfHsp90, BacTiter-Glo ATP, 48 h; yeast lacking PDR1 and PDR3 efflux regulators. inhibition, % at 9.4 µM. 0.32% of 310,000 active. AID 504621;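 active = every replicate shows inhibition above about 80%, whatever the replicate mean, limit read from the data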;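 note: 0% = DMSO neutral controls and 100% = 20 µM radicicol positive controls; yeast relying on Plasmodium falciparum Hsp90 in place of its own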
CAL PDZ FP = blocks peptide binding to human CAL PDZ domain; Q9HD26; purified CAL PDZ, TMR-peptide fluorescence polarization, 1 h; inhibition, % at 20 µM; 0.02% of 330,000 active; AID 504414;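 active = highest replicate inhibition of at least 40%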;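 note: plate controls were DMSO neutral control wells for no effect and unlabeled competitor peptide control wells for full effect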
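System: tagged CAL PDZ domain. Schedule: 1 h room-temperature incubation prior to read. Signal: fluorescence polarization (mP). Measure: percent inhibition from loss of millipolarization.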
Ecoli viability = reduces bacterial viability in AddAB counter-screen | E. coli V3065 growth, OD600 absorbance, 18 h | AID 449728 | 0.27% of 330,000 active | inhibition, % at 11.9 µM;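 active = inhibition above the campaign's mean inhibition across all tested compounds plus 3 SD, cut at about 9.9% in these data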;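 note: uninfected addAB+ strain grown without phage in ampicillin broth; 0% = DMSO wells and 100% = ciprofloxacin 0.95 µg/ml wells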
Tat transport = blocks Tat-dependent protein export in E. coli | E. coli MC4100 TorA-mCherry Tat export, fluorescence | 0.036% of 340,000 active | inhibition, % at 10 µM;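 active = mean replicate inhibition at least 50% and at least half of replicates individually reaching 50%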;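 note: exported cargo escapes ClpAP degradation while cytoplasmic cargo is degraded and loses fluorescence; 0% = median of neutral control wells and 100% = median of NaSCN control wells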
Wnt bcat act = Wnt/beta-catenin pathway activation; activation, % at 9.35 µM; Wnt/beta-catenin reporter cell assay, activator, plate reader; 1.2% of 300,000 active; in the data active = activation above about 30%, passing the limit was not always enough;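 note: 0% = neutral control wells and 100% = positive control wells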
PvdQ inh = P. aeruginosa PvdQ acylase inhibition. purified PvdQ acylase, fluorescence plate reader. inhibition, % at 10 µM. 0.063% of 340,000 active. AID 488965; in the data active = inhibition above about 30%, passing the limit was not always enough;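 note: 0% = vehicle neutral wells and 100% = reference inhibitor wells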
phage Ecoli inh = E. coli growth loss with phage present; growth absorbance; inhibition, % at 11.9 µM; 0.26% of 360,000 active; AID 651602; in the data active = inhibition above about 11%
* marks the source's active call; other numbers are inactive results; x = no result given. No enrichment for hits; overall some 1.9% were active at least once.

SMILES	Rtt109 Vps75	AddAB inh	DAGLB inhibitor	PfHsp90 set2	CAL PDZ FP	Ecoli viability	Tat transport	Wnt bcat act	PvdQ inh	phage Ecoli inh
COc1cccc(CN(C)C(=O)Cc2c[nH]c3ccccc23)c1	-3	1.3	1	26	-2.2	2.1	-6	2	-10	-0.6
COc1cccc(C(=O)Nc2nnc(S(=O)(=O)N(C)Cc3ccc(F)cc3)s2)c1	9	-2.2	7	0	-2.6	-1.1	6	-3	-5	1.7
COc1ccccc1CNC(=O)COC(=O)Cc1ccsc1	1	x	0	-9	-3.1	x	-13	-2	-4	1.9
COc1cnc(-c2ccccn2)nc1Sc1c(Cl)cccc1Cl	10	0.1	-2	x	-2.0	0.7	-8	-7	1	3.3
COc1ccc(OCCOC(=O)c2cc(S(=O)(=O)N3CCOCC3)c(Cl)cc2Cl)cc1	14	-3.2	-9	x	-1.8	-1.3	-2	-1	11	1.6
COCCNC(=O)C(c1ccc(Cl)cc1)N(CCOC)C(=O)CCC(=O)Nc1ccccn1 (configuration not stated)	3	1.2	1	14	-0.1	0.6	7	-1	-7	-0.2
S=c1[nH]nc(C23CC4CC(CC(C4)C2)C3)n1Cc1ccco1	1	5.2	-1	22	-0.7	2.9	-3	-2	-13	2.0
Cc1ccn2cc(CCNC(=O)COc3ccccc3)nc2c1	0	0.8	0	-8	-0.8	-1.4	-6	-1	-2	-0.2
CC(SCc1ccccc1)C(=O)NC1CCCC1 (configuration not stated)	-10	2.6	-1	-35	-1.4	-1.4	4	x	-12	1.9
COc1ccccc1NC(=O)c1[nH]c(C)c(C(C)=O)c1C	3	2.0	-3	16	-1.9	-3.5	-8	-3	-14	1.6
COc1ccc(NC(=O)N2CCCC(CCC(=O)N(C)CCc3ccccn3)C2)cc1 (configuration not stated)	-3	3.2	0	14	-0.6	0.2	-2	0	-12	1.9
c1cc2c(nn1)CCc1nonc1-2	2	1.0	-2	-3	-0.1	-2.8	7	-2	-5	1.6
FC(F)(F)c1cnc(NNC(=S)Nc2ccccc2Cl)c(Cl)c1	-2	-2.1	0	-58	0.3	-0.3	-4	-2	-4	5.4
Cc1ccc(C(=O)O)cc1NC(=S)NC(=O)C(c1ccccc1)c1ccccc1	26	0.3	8	-16	-3.6	-0.9	1	x	-6	-1.6
COC(=O)c1cc(NC(=O)c2cccc(C(F)(F)F)c2)c(=O)oc1C	0	2.6	-4	-25	x	-1.3	-9	3	-7	2.6
O=C(CNC(=O)c1ccccc1Cl)Nc1ccc(F)cc1	-4	1.6	-4	-29	-0.1	-1.0	6	x	-7	2.5
O=C(COc1ccccc1)NNC(=O)c1cc2ccccc2oc1=O	2	5.4	0	-4	-1.0	3.3	-14	x	-7	4.8
N#Cc1nc(-c2ccc(OCc3ccccc3)cc2)oc1N1CCC(C(N)=O)CC1	13	-0.7	2	5	0.6	-2.0	2	x	12	0.9
COc1ccccc1NC(=O)CSc1nccn1Cc1ccc(F)cc1	1	3.7	1	-12	-3.2	0.1	5	0	-8	0.4
Cc1ccc(S(=O)(=O)NCCCCCC(=O)NCCc2ccccc2)cc1	-11	-0.6	4	-28	-1.5	-1.5	5	-1	-6	-1.8
CCN(CC(=O)Nc1c(F)cccc1F)C(=O)CCNC(=O)c1ccco1	-24	x	2	x	-1.9	x	1	0	-17	3.5
CCn1c(C)cc(=O)cc1-c1ccc(Cl)cc1	-2	-1.4	2	14	3.5	-1.4	1	3	-5	0.4
CC(C)(C)C(=O)Nc1cccc(C(=O)Nc2cc(C(=O)O)cc(C(=O)O)c2)c1	0	-0.2	-2	-15	0.0	1.0	-9	0	-17	3.2
O=C(Nc1ccc(S(=O)(=O)Nc2nccs2)cc1)c1cccc(S(=O)(=O)N2CCOCC2)c1	6	-0.5	0	32	-0.8	0.4	-8	4	-11	1.5
Nc1ccccc1-c1nc2ccccc2c(=O)o1	-2	3.0	-2	13	x	1.6	-6	18	-8	2.1
Next part.
SMILES	Rtt109 Vps75	AddAB inh	DAGLB inhibitor	PfHsp90 set2	CAL PDZ FP	Ecoli viability	Tat transport	Wnt bcat act	PvdQ inh	phage Ecoli inh
O=C(COC(=O)c1ccncc1)Nc1cccc(Cl)c1	1	1.9	0	10	-0.7	-0.3	-9	x	2	3.4
COc1ccccc1NC(=O)/C(C#N)=C/c1ccc(OCCN2CCOCC2)c(OC)c1	0	1.8	0	14	-0.5	-1.8	-4	x	-10	x
Cc1ccc(NC(=O)c2ccc(Br)o2)c([N+](=O)[O-])c1	-2	x	0	0	0.1	x	-7	-1	-1	0.9
Cc1[nH]c(=O)[nH]c(=O)c1S(=O)(=O)N1CCCC(C(=O)NCCc2ccccc2)C1 (configuration not stated)	-1	2.6	0	1	0.4	-0.9	-22	0	1	1.8
O=C(CC1NCCc2ccccc21)Nc1ccc(Oc2ccccc2)cc1 (configuration not stated)	7	2.8	2	0	-4.3	4.0	-15	-1	-1	6.1
COc1ccc(/C=N/NC(=O)CNC(=O)c2ccc(S(=O)(=O)N3CCOCC3)cc2)cc1OC	5	2.2	-1	28	-1.3	-0.2	-11	x	-6	4.8
CC(=O)N1CCN(S(=O)(=O)c2cccc(C(=O)NNC(=O)COc3ccc(F)cc3)c2)CC1	17	-0.3	-1	-1	-0.7	4.2	8	-3	0	3.1
CC(=O)O[C@H]1C[C@@]2(C)[C@@H](C[C@@H](O)[C@H]3[C@@]4(C)CC[C@@H](O)[C@@H](C)C4CC[C@@]32C)/C1=C(\CCC=C(C)C)C(=O)O (some centres not stated)	16	-0.2	0	5	-0.4	-0.7	4	0	-8	3.8
CCOc1ccc(S(=O)(=O)Oc2ccc3ccccc3c2)cc1	0	1.2	-20	18	-0.1	-0.9	2	6	-14	3.5
Cc1cccc(OCC(=O)NNC(=O)CCCCC(=O)NNC(=O)COc2cccc(C)c2)c1	-6	x	-1	-8	-0.1	x	2	-1	-10	-0.2
CCN(CC)CCCNC(=O)CCC(=O)NNc1nc2ccccc2c2nc(C)nn12	2	0.7	-2	-2	-1.5	1.1	-13	1	8	2.2
O=C(CSc1nnc(NCc2ccccc2)s1)c1ccco1	0	2.9	-1	-11	-0.8	2.5	-2	x	-1	0.9
O=C1NC(=O)c2c(Br)c(Br)c(Br)c(Br)c21	-5	x	1	-8	-1.9	x	-7	-5	4	0.5
Cc1ccccc1-c1nc(CS(=O)CC(=O)NCc2ccccn2)c(C)o1 (configuration not stated)	2	1.2	1	-27	-1.5	-1.3	-1	1	-16	0.2
C/C(N)=C(/C#N)C(=O)COC(=O)c1cc2c(s1)CCC(C)C2 (configuration not stated)	23	1.9	-1	x	-1.5	2.8	3	0	1	4.6
Cc1ccc(C)c(N2CCN(C(=O)c3ccc(CS(=O)Cc4ccc(Cl)cc4)o3)CC2)c1 (configuration not stated)	6	5.5	-1	11	-1.2	-0.8	16	-1	15	-0.2
CN1CCC(N(C)S(=O)(=O)c2ccc(Cl)cc2)CC1	1	1.8	1	-4	-6.3	1.5	2	-1	-17	-1.4
CC(C)C(=O)N[C@H]1CCC2C3CC=C4C[C@@H](O)CC[C@]4(C)C3CC[C@@]21C (some centres not stated)	2	1.1	-3	17	-1.2	2.0	7	-1	-4	3.2
CC(C)Oc1ccc(C(=O)Nc2nnc(SCC(=O)N3CCOCC3)s2)cc1	-2	3.7	-1	18	-0.5	-2.0	-3	-1	-17	0.4
COc1cc2ccccc2cc1C(=O)Nc1ccccc1N1CCCC1	4	1.0	-4	x	-2.5	1.2	8	0	-5	2.9
Cc1ccc2[nH]c(C(=O)O)c(-c3ccccc3)c2c1	-2	-2.2	10	16	x	2.2	-6	x	-1	3.4
Cc1ccc(C)c(/C=C2\N=C(c3ccccc3F)OC2=O)c1	7	0.7	-3	0	-0.1	-1.0	-5	1	-10	1.1
CCOc1ccc2nc(SCC(=O)NC(=O)NCc3ccco3)sc2c1	0	4.3	-1	-18	-2.5	-0.5	5	-1	-19	0.6
CC1CC(C)CN(C(=O)c2cc3ccccc3o2)C1 (configuration not stated)	-13	4.5	-2	x	-2.8	0.2	4	5	-10	-0.1
C/C(=N/NC(=O)CNC(=O)c1cccs1)c1ccco1	4	-1.3	-1	-7	0.0	0.2	-2	3	-13	0.5
(further entries)
SMILES	Rtt109 Vps75	AddAB inh	DAGLB inhibitor	PfHsp90 set2	CAL PDZ FP	Ecoli viability	Tat transport	Wnt bcat act	PvdQ inh	phage Ecoli inh
C=CCN(C(=O)Nc1ccc2oc(C)nc2c1)c1ccccc1	0	3.9	-1	-9	-2.1	-1.9	-1	x	-7	1.7
CCOC(=O)C1=C(COC(=O)CCC(=O)c2ccc(C)cc2)NC(=O)NC1C (configuration not stated)	-12	2.1	-1	7	0.1	0.3	-3	20	-9	2.2
COc1ccc(C2c3cc(OC)c(OC)cc3CC3C(=O)OCC32)cc1OC (configuration not stated)	-6	x	2	-3	-0.8	x	-8	-1	1	-0.9
Nc1ccc(-c2sc(N)nc2-c2ccccc2)cc1	-11	4.0	0	x	x	0.1	1	x	-6	4.5
C=C(c1ccccc1)c1ccccc1N	1	4.2	-1	5	-0.6	-0.8	-12	-3	-12	3.4
O=C(CSc1nc2ncc(Cl)cc2[nH]1)c1c[nH]c2ccccc12	-7	2.3	0	-13	-1.0	1.8	7	2	-3	1.5
CN(CC(=O)Nc1c(Cl)cccc1Cl)CC(=O)N(C)C1(C#N)CCCCC1	7	-0.2	-5	-16	-0.1	1.1	-4	-1	-15	2.7
Cc1cnc(C(=O)OCC(=O)N2CCc3ccccc3C2)cn1	-5	4.6	-3	6	0.6	0.7	1	x	-2	2.8
Cc1nc(SCc2ccccc2)[nH]c(=O)c1CC(=O)OCC(C)C	3	1.2	-2	8	-1.8	0.5	5	1	-8	-0.2
CC(=O)c1ccc(NC(=O)c2ccc(N3C(=O)c4cccnc4C3=O)cc2)cc1	2	-1.3	3	2	-0.3	0.2	-4	0	-6	1.0
c1ccc(NCC2OCc3ccccc3CO2)cc1	0	1.8	2	1	-1.2	-0.7	-6	x	-8	4.2
Cc1cc(=O)[nH]c(N2CCCC2)n1	-5	1.3	-2	-8	-0.3	1.2	0	8	-2	1.9
CC1CCCC(C)N1C(=S)SCC(=O)O (configuration not stated)	0	2.3	1	18	-0.3	-0.2	2	11	0	2.7
Cc1ccc(NC(=O)COc2coc(CN3CCc4ccccc4C3)cc2=O)c(C)c1	-6	-2.0	2	12	-0.5	-0.5	-2	-1	-12	4.0
COc1ccc(/C=C/C(=O)NC(=S)Nc2ccc(S(N)(=O)=O)cc2)cc1OC	2	1.9	-3	3	-1.2	-2.8	-2	0	6	2.3
CS(=O)(=O)N(CC(=O)NCCSC1CCCCC1)c1ccccc1	-5	-1.9	1	-25	0.2	0.0	-4	-2	-16	4.0
S=c1[nH]nc(COc2ccccc2)n1/N=C/c1cccnc1	0	3.9	1	-10	-2.5	0.9	5	-1	-6	4.6

Single records (already shown). Order of values: Rtt109 Vps75	AddAB inh	DAGLB inhibitor	PfHsp90 set2	CAL PDZ FP	Ecoli viability	Tat transport	Wnt bcat act	PvdQ inh	phage Ecoli inh
Entry for COc1ccc(/C=C/C(=O)NC(=S)Nc2ccc(S(N)(=O)=O)cc2)cc1OC = 2	1.9	-3	3	-1.2	-2.8	-2	0	6	2.3
Entry for C=CCN(C(=O)Nc1ccc2oc(C)nc2c1)c1ccccc1 = 0	3.9	-1	-9	-2.1	-1.9	-1	x	-7	1.7
Entry for COc1ccc(C2c3cc(OC)c(OC)cc3CC3C(=O)OCC32)cc1OC (configuration not stated) = -6	x	2	-3	-0.8	x	-8	-1	1	-0.9
Entry for c1ccc(NCC2OCc3ccccc3CO2)cc1 = 0	1.8	2	1	-1.2	-0.7	-6	x	-8	4.2
